Mtb_BioA_inh = blocks M. tuberculosis BioA enzyme activity. actives 0.096% (n = 360,000). inhibition, % at 9.99 µM. purified M. tuberculosis BioA enzyme, plate reader. AID 602481; in the data active means inhibition above about 40%
* hit, by the source's call. This is a subset. The share of hits here may be higher or lower than overall.

SMILES Mtb_BioA_inh
O=C1O[C@H](c2ccccc2)[C@H](c2ccccc2)N2[C@H]1[C@@H](C(=O)N1CCCCCCC1)[C@]1(C(=O)Nc3ccc(C#CCCO)cc31)[C@H]2c1ccc(O)cc1 -1.8
C[C@H](CO)N1C[C@H](C)[C@H](CN(C)Cc2ccncc2)Oc2ccc(NC(=O)CCCCCC(=O)Nc3ccccc3N)cc2CC1=O -3.1
COc1ccc(-c2cnc3c(c2)C(=O)N([C@@H](C)CO)C[C@@H](C)[C@H](CN(C)C(=O)C2CCOCC2)O3)cc1 4.4
C[C@@H]1CN([C@@H](C)CO)C(=O)c2cc(NS(=O)(=O)c3cn(C)cn3)ccc2O[C@@H](C)CCCCO[C@@H]1CN(C)Cc1ccc2c(c1)OCO2 2.4
CNC[C@H]1Oc2ccc(NC(=O)Nc3ccc(F)cc3)cc2C(=O)N([C@H](C)CO)C[C@@H]1C -4.0
C[C@@H]1CCCCO[C@@H](CN(C)C(=O)NC2CCCCC2)[C@@H](C)CN([C@H](C)CO)C(=O)c2cc(NC(=O)c3ccccc3)ccc2O1 -3.3
Cc1ccc(S(=O)(=O)N(C)C[C@H]2Oc3c(NC(=O)NC4CCCCC4)cccc3C(=O)N([C@@H](C)CO)C[C@@H]2C)cc1 2.7
CC(C)NC(=O)N1CCCCN2[C@H](C1)[C@@H](c1ccc(Br)cc1)[C@@H]2CO 3.8
COc1ccc(S(=O)(=O)Nc2cccc3c2O[C@H](CN(C)C(=O)Nc2ccc(F)cc2)[C@H](C)CN([C@@H](C)CO)C3=O)cc1 -1.6
Cn1cnc(S(=O)(=O)N2C[C@H](O)COC[C@@H]3O[C@H](CC(=O)NCc4ccc(F)cc4)CC[C@H]32)c1 -1.3
CCCNC(=O)N1[C@H](CNC(=O)c2ccc(F)cc2)[C@H](c2ccccc2)[C@@H]1CO 5.8
C[C@H]1CN([C@@H](C)CO)C(=O)c2cccc(N(C)C)c2O[C@H]1CN(C)C(=O)NC1CCCCC1 -0.6

Compounds from the list above that contain a halogen (5):
SMILES Mtb_BioA_inh
CNC[C@H]1Oc2ccc(NC(=O)Nc3ccc(F)cc3)cc2C(=O)N([C@H](C)CO)C[C@@H]1C -4.0
CC(C)NC(=O)N1CCCCN2[C@H](C1)[C@@H](c1ccc(Br)cc1)[C@@H]2CO 3.8
COc1ccc(S(=O)(=O)Nc2cccc3c2O[C@H](CN(C)C(=O)Nc2ccc(F)cc2)[C@H](C)CN([C@@H](C)CO)C3=O)cc1 -1.6
Cn1cnc(S(=O)(=O)N2C[C@H](O)COC[C@@H]3O[C@H](CC(=O)NCc4ccc(F)cc4)CC[C@H]32)c1 -1.3
CCCNC(=O)N1[C@H](CNC(=O)c2ccc(F)cc2)[C@H](c2ccccc2)[C@@H]1CO 5.8

The list continues.
SMILES Mtb_BioA_inh
COc1ccc(S(=O)(=O)N(C)C[C@@H]2Oc3c(NC(=O)C4CCOCC4)cccc3C(=O)N([C@H](C)CO)C[C@H]2C)cc1 -0.8
CC(C)c1cn(CC[C@@H]2CC[C@H](N)[C@@H](CO)O2)nn1 -4.1
COc1ccc(S(=O)(=O)N(C)C[C@@H]2Oc3c(NC(=O)c4nc5ccccc5s4)cccc3C(=O)N([C@@H](C)CO)C[C@@H]2C)cc1 10
COCC(=O)Nc1ccc2c(c1)C(=O)N(C)C[C@H](OC)[C@H](C)CN(CC1CC1)[C@@H](C)CO2 -0.8
C[C@H](CO)N1C[C@H](C)[C@H](CN(C)C(=O)Nc2ccc(C(F)(F)F)cc2)Oc2c(NC(=O)Nc3ccc4c(c3)OCO4)cccc2C1=O -1.1
C[C@H]1CN([C@@H](C)CO)C(=O)c2cccc(NC(=O)C3CCOCC3)c2O[C@@H]1CN(C)S(=O)(=O)c1ccc(Cl)cc1 -0.4
CC(C)CC#Cc1cnc2c(c1)C(=O)N([C@H](C)CO)C[C@H](C)[C@@H](CN(C)C(=O)Cc1ccccc1)O2 4.4
CC(C)C(=O)Nc1ccc2c(c1)C(=O)N(C)[C@H]1CC[C@H](CC(=O)NCCc3ccccc3)O[C@H]1CO2 3.4
C[C@H]1CN([C@@H](C)CO)C(=O)c2cc(NC(=O)C3CC3)ccc2O[C@H]1CN(C)C(=O)Nc1ccc(F)cc1 -1.8
Cc1cc(C(=O)Nc2cccc3c2O[C@@H](CN(C)Cc2ccc(Oc4ccccc4)cc2)[C@H](C)CN([C@@H](C)CO)C3=O)n(C)n1 -2.6
O=C(C[C@H]1C=C[C@H](NC(=O)Nc2ccc3c(c2)OCO3)[C@@H](CO)O1)NCc1ccc(Cl)cc1 1.7
C[C@@H]1CN([C@@H](C)CO)C(=O)c2cc(-c3cccc(F)c3)cnc2O[C@H]1CN(C)CC1CCCC1 0.5
COc1ccccc1-c1cn(CC[C@@H]2CC[C@@H](NC(=O)c3cnccn3)[C@@H](CO)O2)nn1 2.4
CCCC#Cc1cnc2c(c1)C(=O)N([C@@H](C)CO)C[C@@H](C)[C@H](CN(C)Cc1ccc3c(c1)OCO3)O2 -0.3
C[C@H]1CN([C@@H](C)CO)C(=O)Cc2cc(NS(=O)(=O)c3ccc(Cl)cc3)ccc2O[C@@H]1CN(C)CC1CC1 8.2
C[C@@H]1CN([C@H](C)CO)C(=O)c2cc(NS(=O)(=O)c3ccccc3)ccc2O[C@H]1CN(C)C(=O)Nc1cccc2ccccc12 -0.4
O=S(=O)(c1ccccc1F)N1CC[C@H]2[C@H](CO)Nc3ccc(-c4ccccc4)cc3[C@H]21 -2.2
O=C(CN1CCOCC1)N[C@@H]1CC[C@H](CCNC(=O)C2CCCCC2)O[C@H]1CO -0.7
CCCNC(=O)N(C)C[C@H]1Oc2cc(C#CC(C)(C)O)ccc2S(=O)(=O)N([C@@H](C)CO)C[C@H]1C 4.0
COc1ccc(NC(=O)Nc2ccc3c(c2)C(=O)N([C@@H](C)CO)C[C@H](C)[C@@H](CN(C)Cc2ccc(C(=O)O)cc2)O3)cc1 -1.6
O=C(Cc1ccncc1)Nc1ccc2c(c1)[C@H]1C[C@@H](CC(=O)NC3CCCC3)O[C@H](CO)[C@H]1O2 -1.6
CCC(=O)Nc1ccc2c(c1)OC[C@H](C)N(C(=O)c1ccccn1)C[C@H](C)[C@@H](OC)CN(C)C2=O -1.9
COc1ccccc1-c1ccc([C@H]2[C@@H](CO)N3CCCCN(Cc4ccncc4)C[C@H]23)cc1 -1.7
O=C(Nc1ccc2c(c1)[C@H]1C[C@@H](CC(=O)N3CCc4ccccc4C3)O[C@H](CO)[C@H]1O2)NC1CCCC1 -0.3

Of the compounds above, three contain a Cl atom:
SMILES Mtb_BioA_inh
C[C@H]1CN([C@@H](C)CO)C(=O)c2cccc(NC(=O)C3CCOCC3)c2O[C@@H]1CN(C)S(=O)(=O)c1ccc(Cl)cc1 -0.4
O=C(C[C@H]1C=C[C@H](NC(=O)Nc2ccc3c(c2)OCO3)[C@@H](CO)O1)NCc1ccc(Cl)cc1 1.7
C[C@H]1CN([C@@H](C)CO)C(=O)Cc2cc(NS(=O)(=O)c3ccc(Cl)cc3)ccc2O[C@@H]1CN(C)CC1CC1 8.2

More structures
SMILES Mtb_BioA_inh
COc1ccc(C(=O)N2C[C@@H]3[C@H](c4ccccc42)[C@H](CO)N3C(=O)NC(C)C)cc1 3.9
COc1ccc(CN(C)C[C@@H]2Oc3ccc(NS(=O)(=O)c4ccc(F)cc4)cc3C(=O)N([C@@H](C)CO)C[C@H]2C)cc1 -1.8
CN(C)CC(=O)N1[C@H](CO)[C@H](c2ccc(C#CC3CC3)cc2)[C@@H]1C#N 3.1
COc1ccc(S(=O)(=O)N(C)C[C@H]2OCCCC[C@H](C)Oc3ccc(NC(=O)c4ccncc4)cc3C(=O)N([C@H](C)CO)C[C@@H]2C)cc1 -0.3
COc1ccccc1S(=O)(=O)N[C@@H]1C=C[C@H](CC(=O)NCc2cccc(F)c2)O[C@@H]1CO 2.3
N#C[C@@H]1[C@H](c2ccc(C#Cc3ccc(F)cc3)cc2)[C@@H](CO)N1C(=O)C1CCC1 -1.1
COc1ccccc1CNC(=O)C[C@@H]1C[C@@H]2c3cc(NC(=O)NC4CCCC4)ccc3O[C@@H]2[C@@H](CO)O1 -0.6
Cc1ccc(-c2cnc3c(c2)C(=O)N([C@@H](C)CO)C[C@@H](C)[C@H](CN(C)C(=O)CN(C)C)O3)cc1 -1.2
Cc1cc(C(=O)Nc2ccc3c(c2)C(=O)N(C)[C@H]2CC[C@H](CC(=O)O)O[C@H]2CO3)no1 3.0
C[C@@H]1CN([C@@H](C)CO)C(=O)c2cc(NC(=O)Cn3cnnn3)ccc2O[C@H]1CN(C)Cc1ccc(C(=O)Nc2ccccc2N)cc1 4.4
CCNC(=O)C[C@H]1CC[C@@H]2[C@@H](COc3ccc(NC(=O)c4ccccc4Cl)cc3C(=O)N2C)O1 0.5
Cn1cnc(S(=O)(=O)N[C@@H]2C=C[C@@H](CC(=O)NCC3CCCCC3)O[C@@H]2CO)c1 -0.4
CC(=O)N(C)C[C@H]1Oc2ncc(-c3cncnc3)cc2C(=O)N([C@H](C)CO)C[C@H]1C -0.6
O=C(C[C@@H]1C[C@@H]2c3cc(NC(=O)Cc4ccncc4)ccc3O[C@@H]2[C@H](CO)O1)NCCc1ccccc1 1.5
C[C@@H]1CN([C@@H](C)CO)C(=O)c2cc(NC(=O)NC3CCCCC3)ccc2O[C@H]1CN(C)S(C)(=O)=O -2.3
CC(C)NC(=O)Nc1ccc2c(c1)C(=O)N([C@@H](C)CO)C[C@H](C)[C@H](CN(C)S(=O)(=O)c1ccc(F)cc1)O2 1.8
COc1ccccc1S(=O)(=O)N(C)C[C@@H]1Oc2cc(C#CCC3CCCC3)ccc2S(=O)(=O)N([C@H](C)CO)C[C@@H]1C -0.3
C[C@H]1CCCCO[C@@H](CN(C)Cc2ccc(C(=O)O)cc2)[C@@H](C)CN([C@@H](C)CO)C(=O)c2cc(NS(=O)(=O)c3ccccc3)ccc2O1 0.4
CCCC#Cc1ccc2c(c1)O[C@@H](CN(C)C(=O)c1ccccn1)[C@H](C)CN([C@H](C)CO)S2(=O)=O 1.6
COc1ccc(S(=O)(=O)N(C)C[C@H]2OCc3ccccc3-c3c(n(C)c4ccccc34)C(=O)N([C@@H](C)CO)C[C@H]2C)cc1 0.5
COc1ccc(NC(=O)Nc2ccc3c(c2)C(=O)N([C@H](C)CO)C[C@@H](C)[C@H](CN(C)S(C)(=O)=O)OCCCC[C@H](C)O3)cc1 -0.3
COc1ccc(NC(=O)Nc2ccc3c(c2)C(=O)N([C@H](C)CO)C[C@H](C)[C@@H](CN(C)C(=O)Nc2ccc(OC)cc2)OCCCC[C@H](C)O3)cc1 -2.7
COc1cccc(S(=O)(=O)N[C@H]2CC[C@H](CC(=O)NCc3ccncc3)O[C@H]2CO)c1 -0.7
CC(=O)N(C)C[C@@H]1Oc2ncc(-c3ccccc3F)cc2C(=O)N([C@@H](C)CO)C[C@@H]1C 0.0
C[C@@H]1CN([C@H](C)CO)C(=O)c2cc(NS(=O)(=O)c3ccccc3)ccc2O[C@@H](C)CCCCO[C@H]1CN(C)Cc1ccc(C(=O)O)cc1 -4.4
N#Cc1cccc(-c2ccc([C@H]3[C@H]4CN(C(=O)Cc5cccnc5)CCCCN4[C@H]3CO)cc2)c1 -3.9
C[C@@H]1CN([C@@H](C)CO)C(=O)c2cc(NC(=O)CCC(F)(F)F)ccc2O[C@H]1CN(C)Cc1ccc(-c2ccccc2)cc1 -0.3
CO[C@@H](CN(C)S(=O)(=O)c1ccc(C)cc1)[C@@H](C)CN(Cc1ccccc1Cl)[C@@H](C)CO 1.5
CO[C@@H](CN(C)S(=O)(=O)c1ccc(C)cc1)[C@H](C)CN(Cc1ccccc1Cl)[C@H](C)CO -0.5
CCC(=O)Nc1ccc2c(c1)C(=O)N(C)C[C@@H](OC)[C@@H](C)CN(Cc1cccc(F)c1)[C@H](C)CO2 1.7
C[C@H](CO)N1C[C@H](C)[C@@H](CN(C)Cc2ccc(C(F)(F)F)cc2)Oc2ccc(N(C)C)cc2CC1=O 0.8
C[C@@H](NC(=O)[C@@H]1[C@@H](CO)[C@@H]2Cn3c(cccc3=O)[C@@H]2N1CC1CCCC1)c1ccccc1 -1.4
C/C=C/c1ccc([C@H]2[C@H]3CN(S(=O)(=O)c4ccc(OC)cc4)CCCCN3[C@H]2CO)cc1 -4.4
CO[C@H]1CN(C)C(=O)c2cc(NC(=O)NC3CCCCC3)ccc2OC[C@H](C)NC[C@H]1C 0.4
C[C@H](CO)N1C[C@H](C)[C@H](CN(C)C(=O)NC2CCCCC2)Oc2c(NC(=O)Nc3ccc(C(F)(F)F)cc3)cccc2C1=O -2.1
CCC(=O)N1C[C@@H](O)COC[C@@H]2O[C@@H](CC(=O)NCc3ccc(Oc4ccccc4)cc3)CC[C@H]21 -0.6
COc1cccc(S(=O)(=O)N[C@@H]2CC[C@H](CC(=O)NCc3ccncc3)O[C@@H]2CO)c1 -1.0
CC(C)CC#Cc1ccc2c(c1)O[C@H](CN(C)Cc1ccccc1)[C@@H](C)CN([C@H](C)CO)S2(=O)=O -2.0
COCCNC(=O)C[C@@H]1CC[C@@H]2[C@@H](COc3ccc(NC(=O)COC)cc3C(=O)N2C)O1 -0.2
CCCC#Cc1cnc2c(c1)C(=O)N([C@H](C)CO)C[C@@H](C)[C@H](CN(C)C(=O)C1CCCCC1)O2 2.0
CO[C@@H]1CN(C)C(=O)c2ccc(NC(C)=O)cc2OC[C@H](C)N(C(=O)c2ccccc2F)C[C@H]1C -4.3
C[C@H](CO)N1C[C@H](C)[C@H](CN(C)Cc2ccc(C(F)(F)F)cc2)Oc2ccc(NC(=O)C3CCCCC3)cc2CC1=O -1.1
C[C@H](CO)N1C[C@H](C)[C@@H](CN(C)Cc2ccncc2)OCCCC[C@H](C)Oc2ccc(NC(=O)Nc3ccccc3)cc2C1=O -1.6
Cc1noc(C)c1NC(=O)Nc1ccc2c(c1)C(=O)N([C@@H](C)CO)C[C@@H](C)[C@H](CN(C)C(=O)CCCN(C)C)OCCCC[C@@H](C)O2 0.9
